# SMARCA2 act: SMARCA2 (BRM) function activators, primary screen, cell-based, luminescence, high throughput; MG213 cells, MMTV-luciferase reporter, dexamethasone, overnight; activation, % at 9.1 µM; actives 1% (n = 370,000); AID 652017, 2013; in the data active = activation above about 7.8%;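 also: 0% = vehicle wells and 100% = reference activator wells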
# PLC-gamma1 inh: PLC-gamma1 enzyme inhibitors, primary screen, biochemical, fluorescence, purified enzyme; inhibition, % at 12.2 µM; fluorogenic substrate; actives 0.84% (n = 370,000); 1-phosphatidylinositol 4,5-bisphosphate phosphodiesterase gamma-1 (Homo sapiens), P19174; in the data active = inhibition above about 9.5%
# hcDAF-12 act: H. contortus DAF-12 nuclear receptor activators, primary screen, cell-based, luminescence, HEK293, lit1-tk-luc reporter; HEK293 hcDAF-12 lit1-tk-luc reporter; 0% DMSO, 100% Δ7-dafachronic acid; activation, % at 6.8 µM; actives 1.4% (n = 370,000); AID 652067, 2013;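 active = activation above the mean of all tested compounds plus 3 SD, cut at about 5.5% in these data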;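 also: 100% = response to 3 µM Δ7-dafachronic acid high control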
# ADAM17 inh: ADAM17 inhibitors, primary screen, biochemical, QFRET. Disintegrin and metalloproteinase domain-containing protein 17 (Homo sapiens), P78536. inhibition, % at 6.95 µM. actives 0.83% (n = 370,000). AID 720648, 2013. recombinant ADAM17, EDANS/DABCYL FRET peptide cleavage;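 active = inhibition above the mean of compounds lying between control limits plus 3 SD, set per campaign, cut at about 8.5% in these data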;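 also: 0% = DMSO-only wells as the low control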
# PLC-beta3 inh: human PLC-beta3 inhibitors, primary screen, biochemical, fluorescence; 1-phosphatidylinositol 4,5-bisphosphate phosphodiesterase beta-3 (Homo sapiens), Q01970; Purified PLC-beta3, fluorogenic substrate; inhibition, % at 12.2 µM; actives 0.18% (n = 370,000); AID 720704, 2013; in the data active = inhibition above about 11%;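 also: 0% = median of compound wells on plate and 100% = full blocker control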
# hgDAF-12 ag: H. glycines DAF-12 receptor agonists, primary screen, cell-based, luminescence, HEK293, GAL4 fusion, UAS-luciferase. Nuclear hormone receptor DAF-12 (Heterodera glycines), GAL4 fusion. HEK293 GAL4-hgDAF12 UAS-luciferase reporter, agonist luminescence; normalized to butyrate control. activation, % at 6.8 µM. actives 1.8% (n = 370,000);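 active = activation above a cutoff set at the mean of all screened compounds plus 3 SD, cut at about 10% in these data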;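 also: 0% = DMSO wells and 100% = sodium butyrate wells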
# DAX1 inh-1: DAX1 (NR0B1) inhibitors on StAR promoter, primary screen, cell-based, luminescence, SF-1 (NR5A1), full-length DAX-1 | AID 652010, 2013 | HEK293T StAR-luciferase reporter, SF-1/DAX-1 repression relief | actives 1.1% (n = 370,000) | inhibition, % at 6.8 µM;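 active = inhibition above the mean over all tested compounds plus 3 SD, cut at about 3.6% in these data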;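 also: 0% = DAX-1 cells with DMSO and 100% = cells lacking DAX-1 with DMSO; higher inhibition means more luminescence from relief of DAX-1 repression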
# DAX1 inh-2: DAX1 (NR0B1) inhibitors, primary screen, cell-based, HEK293, Gal4-DAX1, luciferase luminescence; HEK293 Gal4-DAX1 luciferase reporter; AID 504766, 2011; actives 0.99% (n = 340,000); inhibition, % at 6.75 µM; Nuclear receptor subfamily 0 group B member 1 (Homo sapiens), P51843;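 active = inhibition above the mean over all tested compounds plus 3 SD, cut at about 4.2% in these data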;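 also: 0% = DAX1-transfected cells with DMSO and 100% = empty-vector control cells with DMSO; inhibition shows as a rise in luminescence from relieved DAX1 repression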
# Target sequence (P51843 207-470 limits assumed): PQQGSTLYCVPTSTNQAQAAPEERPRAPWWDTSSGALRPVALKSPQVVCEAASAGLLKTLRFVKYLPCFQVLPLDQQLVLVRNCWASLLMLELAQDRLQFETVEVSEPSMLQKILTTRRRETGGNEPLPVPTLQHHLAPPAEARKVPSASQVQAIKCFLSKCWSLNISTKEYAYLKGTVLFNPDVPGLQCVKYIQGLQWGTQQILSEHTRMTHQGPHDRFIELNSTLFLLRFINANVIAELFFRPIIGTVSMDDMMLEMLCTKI
# ssDAF12 agonist: S. stercoralis DAF-12 nuclear receptor activators, primary screen, cell-based, luminescence, HEK293, GRIP1 co-expression, lit1-tk-luc. activation, % at 6.8 µM. Nuclear hormone receptor DAF-12 (Strongyloides stercoralis). actives 1% (n = 370,000). HEK293 ssDAF-12/GRIP1 lit1-tk-luc reporter; % of 3 µM dafachronic acid response;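 active = activation above the mean over all tested compounds plus 3 SD, cut at about 0.9% in these data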;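 also: 0% = DMSO-only wells and 100% = 3 µM delta7-dafachronic acid wells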
# Rev-erbA mod: modulators of Rev-erb alpha DNA binding, primary screen, biochemical, FITC-DNA, fluorescence polarization, uHTS | actives 0.79% (n = 370,000) | Nuclear receptor subfamily 1 group D member 1 (Homo sapiens), P20393 | AID 1259318, 2017 | Rev-erbα–FITC-DNA binding, 90 min | activity, % at 10 µM;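 active = activity above about 14%, limit read from the data; passing the limit was not always enough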;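 also: 0% = DMSO wells with 35 nM protein and 100% = DMSO wells with 750 nM protein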
# Target sequence (P20393 whole entry, looked up): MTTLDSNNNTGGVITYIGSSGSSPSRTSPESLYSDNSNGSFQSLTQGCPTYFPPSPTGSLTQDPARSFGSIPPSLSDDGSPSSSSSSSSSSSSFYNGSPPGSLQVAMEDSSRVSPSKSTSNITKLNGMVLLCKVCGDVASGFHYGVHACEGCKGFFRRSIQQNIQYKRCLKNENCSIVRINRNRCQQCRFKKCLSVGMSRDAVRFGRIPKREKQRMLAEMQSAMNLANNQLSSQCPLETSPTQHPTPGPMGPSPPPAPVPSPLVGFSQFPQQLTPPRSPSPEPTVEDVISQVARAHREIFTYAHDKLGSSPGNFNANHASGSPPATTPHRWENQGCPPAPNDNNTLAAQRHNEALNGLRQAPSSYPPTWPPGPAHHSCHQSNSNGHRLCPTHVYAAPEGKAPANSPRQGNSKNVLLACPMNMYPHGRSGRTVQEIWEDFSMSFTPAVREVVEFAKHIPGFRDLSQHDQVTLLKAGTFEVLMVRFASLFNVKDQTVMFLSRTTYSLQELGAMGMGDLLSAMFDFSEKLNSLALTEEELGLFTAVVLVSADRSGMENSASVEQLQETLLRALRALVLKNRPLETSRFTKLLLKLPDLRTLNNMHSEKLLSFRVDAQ
# MBD2 DNA inh: inhibitors of MBD2 binding to methylated DNA, primary screen, biochemical, TR-FRET, DNA-binding domain, human. MBD2 binding to methylated oligonucleotide. inhibition, % at 4.4 µM. actives 0.31% (n = 370,000). AID 686964, 2013; in the data active = inhibition above about 13%
# Numbers without * were called inactive; i = inactive; · = no result given.
compound	SMARCA2 act	PLC-gamma1 inh	hcDAF-12 act	ADAM17 inh	PLC-beta3 inh	hgDAF-12 ag	DAX1 inh-1	DAX1 inh-2	ssDAF12 agonist	Rev-erbA mod	MBD2 DNA inh
Cc1cc(Cl)ccc1OCC(=O)Nc1ccc(CN2CCOCC2)cc1	-3.3	-3.4	-2.2	-6.7	-11.8	-2.5	-2.9	-0.3	-1.2	-6.1	4.0
CCOc1ccc(Nc2oc(-c3cccs3)nc2C#N)cc1	5.7	-398.7	-0.8	-60.6	-469.8	6.6	-0.5	-0.9	-1.2	2.5	1.4
O=C(N/N=C/c1ccccc1O)C(=O)N1CCCCCC1	-1.3	-6.6	-1.3	-12.2	-21.0	-0.7	-0.2	-0.4	0.2	7.8	-7.0
CCN(c1ccc(NC(=O)CCc2nc3sc4c(c3c(=O)[nH]2)CCCC4)cc1)C(C)C	-1.3	-12.1	-3.1	1.7	-10.4	-4.9	-2.6	0.5	-0.9	-6.4	-1.1
O=C(c1ccc(NC2=NC3CS(=O)(=O)CC3S2)cc1)N1CCc2ccccc2C1 (stereo not drawn)	-2.0	1.1	-1.5	1.0	4.6	-2.0	-0.4	0.6	-0.5	-3.6	1.2
CCOC(=O)C(C#N)=C1CCN(Cc2ccccc2)CC1	-0.7	-3.4	-2.0	-10.6	-12.5	0.6	0.0	0.8	-0.9	5.0	-1.1
COc1ccc(-c2nc(NC(=O)CSc3nnc4ccccn34)ns2)cc1	0.4	-25.1	0.0	-25.1	-27.1	7.4	0.2	·	-1.4	1.0	-0.4
CCC(=O)c1ccc(OCC(O)CN2CCN(S(=O)(=O)N3CCCCC3)CC2)cc1 (stereo not drawn)	0.8	9.6*	-2.3	-0.6	1.3	1.9	-1.4	0.2	-1.5	-2.1	0.8
O=C(NCCN1CCOCC1)c1cnn2c(-c3ccccc3)cc(-c3ccccc3)nc12	1.5	i	-2.2	-95.2	i	-1.2	-1.9	-2.6	-2.0	2.3	0.1
CN(C)c1ccc(Nc2nc(N)c([N+](=O)[O-])c(N3CCOCC3)n2)cc1	1.6	5.8	-1.3	0.9	5.6	-4.7	-2.4	-2.1	-1.4	-0.5	-15.6
C[C@@H](CSc1ccccc1)CN1CC[C@H](NC(=O)OCc2ccccc2)CCC1=O	-1.2	2.0	-2.0	-0.7	-2.4	-2.4	-0.5	1.6	-1.3	6.1	0.9
COc1ccc(S(=O)(=O)N2CCOC2CNC(=O)C(=O)NCCc2ccccc2OC)cc1C (stereo not drawn)	-1.2	0.1	-1.9	-1.8	-3.5	-3.8	-3.0	-0.8	-1.6	-3.5	2.8
O=C(CCNS(=O)(=O)c1ccccc1F)NCc1ccc2c(c1)OCO2	-2.3	2.5	0.2	2.5	-0.5	2.1	0.1	0.7	-1.1	1.4	0.3
COc1ccc(-c2noc(CN3CCCCC3c3nccn3C)n2)cc1 (stereo not drawn)	-2.0	-1.5	2.1	-6.7	-0.8	-1.7	-1.0	3.3	-0.9	-3.9	1.2
O=C(Cc1ccc(-n2c(=O)c3sccc3n(CC(=O)Nc3ccccc3)c2=O)cc1)NCc1ccco1	0.3	1.0	-0.4	-7.5	-94.8	-2.1	0.1	-1.0	-1.5	-2.0	-3.2
O=C(CN1CCCCC1)Nc1cc(Cl)ccc1Oc1ccccc1	-3.1	0.5	0.2	2.3	3.1	4.7	0.2	-0.7	-1.4	-3.9	5.4
O=C(NCCN1CCOCC1)c1ccc(=O)oc1	0.0	-13.1	1.6	-44.5	-20.1	-2.2	-0.6	0.2	-0.5	0.6	0.2
Cc1cn([C@H]2C[C@H](O)[C@@H](CCC(=O)NCc3ccco3)O2)c(=O)[nH]c1=O	-3.2	-0.1	-1.4	-4.0	-0.2	-0.4	-2.3	-0.7	-0.6	-7.0	-6.9
CCN(CC)C(=O)CC[C@@H]1CC[C@]2(CCCN(C(=O)c3cccnc3)C2)O1	-2.4	1.6	0.5	0.7	4.1	-2.7	-0.3	·	-1.4	-3.5	2.6
Cc1csc(NC(=O)CCc2c(C)nc3cc(-c4ccc(Cl)cc4)nn3c2C)n1	-6.8	-28.4	-5.5	-5.1	-28.2	-14.0	-2.8	-1.8	-2.9	-2.7	-5.4
Cc1ccc(N=Cc2cccc(O)c2O)c(C)c1	-1.4	2.1	1.2	1.0	-5.7	1.2	-0.6	-2.8	0.0	-0.2	-6.5
CC(=O)NCCn1c(SCC(=O)NCCc2ccc(S(N)(=O)=O)cc2)nc2ccccc2c1=O	-1.6	0.2	-1.1	-2.3	4.9	0.0	-0.2	2.7	-1.0	-0.8	-2.0
CC1CCCCC1NCC(=O)Nc1ccccc1C(=O)Nc1ccccc1 (stereo not drawn)	-2.2	5.2	0.0	-3.0	1.1	-1.4	-0.7	0.8	-0.9	1.6	0.5
COc1ccc(NC(=O)c2ccc3c(c2)OCO3)cc1Cl	2.6	-0.6	2.6	-4.6	-1.9	10.5*	4.0*	1.9	0.7	6.8	3.8
C=CCn1c(-c2ccoc2)n[nH]c1=S	-0.6	-5.3	0.0	-0.6	-4.7	-2.2	-0.2	1.3	-0.8	-1.9	-6.2
CCN(CC(=O)Nc1ccccc1OC)C(=O)CN1C(=O)NC(C)(c2ccccc2)C1=O (stereo not drawn)	-1.2	1.8	-1.7	0.6	-5.1	-0.1	0.9	1.2	-0.2	-1.0	1.9
Cc1cccc(CSc2nnc(-c3ccco3)o2)c1	-1.1	-2.7	-1.2	-0.4	0.1	5.1	0.5	1.0	-0.7	2.1	3.9
O=S1(=O)N=C(N(CCO)/N=C/c2ccccc2F)c2ccccc21	-2.2	-9.8	-0.3	-1.5	-8.9	-2.5	-0.7	-1.3	-1.6	-2.9	1.1
C=CCNC(=O)/C(C#N)=C/c1cn(-c2ccccc2)nc1-c1ccc(OC)c([N+](=O)[O-])c1	-3.6	2.4	-2.7	3.1	2.4	3.3	-0.8	-0.1	-0.9	-4.4	-0.3
Cc1sc2ncn(CC(=O)NCCCC(=O)NCc3ccc(F)cc3)c(=O)c2c1C	-0.2	0.0	-2.3	0.8	-8.3	-0.4	-0.5	0.0	-1.3	-1.6	-2.7
Cc1csc(=O)n1CC(=O)OCC(=O)Nc1ccc(C(N)=O)cc1	0.3	2.8	-0.9	3.8	-3.1	-1.5	1.9	1.1	-1.4	-1.3	0.4
COc1cccc(CNC(=O)N2CCN(c3ccccc3Cl)CC2)c1	-1.9	-0.1	-2.1	-0.3	-4.5	1.6	0.2	-0.7	-1.1	1.9	1.0
N#CCCN(C(=O)c1ccc2c(=O)n3c(nc2c1)CCCCC3)c1ccccc1	-1.0	-0.1	-2.0	-1.9	-6.7	0.7	0.0	1.3	-1.0	-0.6	1.1
CCC(C)NC(=O)c1ccc([N+](=O)[O-])c(Cl)c1 (stereo not drawn)	-1.1	-2.0	-2.2	-3.1	1.3	-1.2	0.5	-0.9	-2.2	-0.3	5.4
Cc1cc[n+](-c2[nH]c(=O)sc2/C=N/N=C(\[O-])c2ccccc2)cc1C	-1.1	-2.4	0.6	-1.8	-1.6	0.6	0.0	1.9	-0.7	2.6	1.1
O=C(N/C(=C\c1ccc(F)cc1)C(=O)N1CCCCCC1)c1ccccc1	-0.2	0.5	-2.1	-3.9	-2.5	-1.8	-0.5	0.2	-2.0	-4.7	5.2
CCOC(=O)c1c(C)[nH]c(N=Nc2ccc(C)cc2C)c1C	-2.0	0.5	-0.2	4.6	4.2	5.0	0.1	1.8	-0.3	1.1	3.4
CCc1ccccc1NC(=O)CCc1nc(-c2ccc(C)cc2)no1	0.3	1.1	0.9	-0.3	2.4	0.2	0.3	-0.3	-0.9	-3.5	-3.5
COc1ccccc1NC(=O)c1cnc(SCC(=O)NCCc2ccccc2)n(C)c1=O	-1.6	-2.2	1.7	-1.8	-5.2	3.4	0.6	-0.5	0.2	13.8*	1.5
Cc1cn([C@H]2C[C@H](O)[C@@H](COS(=O)(=O)O)O2)c(=O)[nH]c1=O	-1.8	-0.2	-1.1	4.3	5.5	0.9	-0.1	0.6	-1.1	1.2	-3.8
CSCc1c(C(=O)Nc2ccc3c(c2)OCO3)oc2ccccc12	1.7	-12.0	2.6	4.6	-21.6	1.0	0.4	-0.5	-0.5	-0.9	-5.8
O=C(Cc1ccc([N+](=O)[O-])cc1)N/N=C/c1cccs1	-1.4	1.2	1.2	-2.4	-2.7	-1.1	-1.0	0.8	-0.8	8.2	0.5
CCCCN1C(=O)C(CC(=O)NC2CC2)CC(C(=O)N(CC)CC)=C1C (stereo not drawn)	-2.5	2.8	-1.1	1.2	1.9	-0.5	0.4	1.0	-1.3	-10.0	2.6
COc1ccc(C2N(c3ccc(OC)cc3)C(=S)N3CCCN23)cc1 (stereo not drawn)	0.6	-4.0	2.3	1.3	0.6	4.1	0.3	-1.9	-0.4	0.5	-1.9
COc1ccc(NC(=S)NC(NC(=O)c2cccc(Cl)c2)C(Cl)(Cl)Cl)c([N+](=O)[O-])c1 (stereo not drawn)	-5.6	1.2	-2.1	3.5	3.2	-3.5	-0.8	0.4	-1.3	0.7	-20.4
O=C(c1ccccc1)C(Cn1cncn1)C(Sc1ccccc1)c1ccccc1 (stereo not drawn)	0.6	-3.0	-1.8	-4.9	-2.1	-2.6	-0.5	-0.5	-1.7	5.3	3.2

# Compound profiles, as listed above.
# Record of `O=C(CCNS(=O)(=O)c1ccccc1F)NCc1ccc2c(c1)OCO2` : SMARCA2 act = -2.3; PLC-gamma1 inh = 2.5; hcDAF-12 act = 0.2; ADAM17 inh = 2.5; PLC-beta3 inh = -0.5; hgDAF-12 ag = 2.1; DAX1 inh-1 = 0.1; DAX1 inh-2 = 0.7; ssDAF12 agonist = -1.1; Rev-erbA mod = 1.4; MBD2 DNA inh = 0.3
# Record of `C[C@@H](CSc1ccccc1)CN1CC[C@H](NC(=O)OCc2ccccc2)CCC1=O` : SMARCA2 act = -1.2; PLC-gamma1 inh = 2.0; hcDAF-12 act = -2.0; ADAM17 inh = -0.7; PLC-beta3 inh = -2.4; hgDAF-12 ag = -2.4; DAX1 inh-1 = -0.5; DAX1 inh-2 = 1.6; ssDAF12 agonist = -1.3; Rev-erbA mod = 6.1; MBD2 DNA inh = 0.9
